Screens from PubChem BioAssay.
All columns: NCI-60 one-dose screen, growth in % after 48 h at 10 µM unless noted; 100 = growth as untreated, 0 = no growth, -100 = all killed.
SK-OV-3: SK-OV-3 ovarian cancer cells | actives 3.2% (n = 80,000)
NCI/ADR-RES: NCI/ADR-RES ovarian cells | actives 4.4% (n = 81,000)
OVCAR-3: OVCAR-3 ovarian cancer. actives 7% (n = 79,000)
IGROV1: IGROV1 ovarian cancer | actives 4.7% (n = 79,000) | AID 1794786
DU-145: DU-145 prostate cancer; actives 4.2% (n = 81,000)
OVCAR-5: OVCAR-5 ovarian cancer; actives 2.9% (n = 82,000)
OVCAR-8: OVCAR-8 ovarian cancer. actives 4.4% (n = 81,000)
OVCAR-4: OVCAR-4 ovarian cancer cells; AID 1794784; actives 3.7% (n = 80,000)
* marks the source's active call; other numbers are inactive results; x = no result given; & = joins results of further samples. Rule for the calls: active = growth percent below 10; inactive = the rest. Not all compounds are listed; rates above refer to the full screens.

SMILES	SK-OV-3	NCI/ADR-RES	OVCAR-3	IGROV1	DU-145	OVCAR-5	OVCAR-8	OVCAR-4
COc1ccc(CC#N)cc1	107	102	106	137	104	105	107	83
CCCCOC(=O)c1ccccc1C(=O)O	107	104	x	97	118	100	105	x
CN1CCC(O)(c2ccccc2)C(C(=O)c2ccccc2)C1 (stereo unspecified)	83&123	101&113	110&141	125	107&103	102&105	105&117	116&103
CCC1CCC(=O)O1 (stereo unspecified)	119&95	124&112	110&108	110&105	116&112	111&106	118&109	112&97
S=C(S)N1CCCCC1	116	106	109	113	119	101	106	114
Nc1ccc(CCNS(=O)(=O)c2ccc(S(=O)(=O)F)cc2)cc1	112	108	120	101	116	105	97	110
CCCC(OC(C)=O)P(=O)(OCC)OCC (stereo unspecified)	105	104	111	113	112	99	103	101
N#CC1=C(N)Oc2cc3c(cc2C1c1cccs1)OCO3 (stereo unspecified)	7.2*	3.5*	-15*	35	15	52	35	53
Fc1ccccc1CCl	122	110	124	113	117	93	104	110
CCOP(=O)(OCC)OC(C[N+](=O)[O-])C(Cl)(Cl)Cl (stereo unspecified)	113	102	102	105	100	102	112	118
Cc1cc([N+](=O)[O-])c(O)c([N+](=O)[O-])c1C	102	101	99	116	104	109	98	113
COc1ccc(/C=C\c2cc(OC)c(OC)c(OC)c2)cc1OCC(=O)Nc1nc2ccc(F)cc2s1	61	20	48	17	30	92	29	51
CCC(C)c1cnc(CC(C)C)c(=O)n1O (stereo unspecified)	117	100	117	117	110	119	108	96
COC(=O)COc1ccc(Cl)cc1Cl	113	97	103	114	106	96	105	94
OCCSCSCCO	113	110	121	120	116	99	97	97
CCC1C2CC3C4N(C)c5ccccc5C45CC(C2C5O)N3C1O (stereo unspecified)	108&96	103&99	104&112	99&92	103&113	94&98	100&95	109&122
NC(=S)Nc1ccccc1	115	104	103	111	109	104	119	109
CC[C@](O)(C(=O)O)c1cc2n(c(=O)c1CO)Cc1cc3ccccc3nc1-2	12	2.0*	-42*	-48*	-31*	9.2*	x	-19*
CC12CCC(C(S(=O)(=O)O)C1=O)C2(C)C (stereo unspecified)	99	91	103	96	104	89	98	x
COC12CC3(C)C(C4=CC(=O)OC4)CCC3(O)C3CCC4=CC(=O)CCC4(CO1)C32 (stereo unspecified)	117	113	118	99	117	100	100	105
C=C1[C@@H](C)[C@H]2[C@H](Cc3ccccc3)NC(=O)[C@]23[C@@H](O)/C=C/[C@@](C)(O)C(=O)[C@@H](C)C/C=C/[C@H]3[C@@H]1O	38	95	46	71	83	38	69	54
Oc1c(CCl)cc(Cl)cc1CCl	107	102	115	115	122	102	112	x
CCOC(=O)[C@@H](C)C[C@H](Cc1ccccc1)NC(=O)c1csc([C@@H](C[C@H](C(C)C)N(C)C(=O)[C@@H](NC(=O)[C@H]2CCCCN2C)C(C)(C)CC)OC(C)=O)n1	27	15	2.0*	14	0.3*	28	11	30
CCOP(=O)(OCC)OCc1ccc(C)c(C)c1	80	111	110	100	114	92	106	110
C[C@]1(O)CC[C@H]2[C@@H]3CCC4=CCCC[C@@H]4[C@H]3CC[C@@]21C	98	103	109	98	106	112	87	119

Part of the list above, limited to OVCAR-5 and DU-145.
Compound | OVCAR-5 | DU-145
Cc1cc([N+](=O)[O-])c(O)c([N+](=O)[O-])c1C | 109 | 104
COc1ccc(/C=C\c2cc(OC)c(OC)c(OC)c2)cc1OCC(=O)Nc1nc2ccc(F)cc2s1 | 92 | 30
CCC(C)c1cnc(CC(C)C)c(=O)n1O (stereo unspecified) | 119 | 110

Remaining list, next part
SMILES	SK-OV-3	NCI/ADR-RES	OVCAR-3	IGROV1	DU-145	OVCAR-5	OVCAR-8	OVCAR-4
CNC(Cc1ccccc1)c1ccc(C)cc1 (stereo unspecified)	98	100	100	101	107	98	102	99
C[C@H](O)CCC(=O)c1ccoc1	113	102	109	113	100	106	98	117
CC[N+]1(CC)CCC(OC(=O)C(O)(c2ccccc2)c2ccccc2)C1 (stereo unspecified)	98	94	112	93	114	87	91	102
c1ccc([C@H]2N[C@H]2c2ccccc2)cc1	104	108	109	105	108	112	110	124
CC(=O)OCC1CC2(Cl)C(Cl)=C(Cl)C1(Cl)C2(Cl)Cl (stereo unspecified)	98	110	101	94	106	93	103	97
CC1(C)N=C(N)N=C(N)N1c1ccc(OCc2ccc(S(=O)(=O)F)c(Cl)c2)c(Cl)c1	89	74	80	x	52	47	60	99
O=[N+]([O-])c1ccc(Cl)cc1	104	115	137	107	120	114	112	x
C1CCC2CN(CCCN3CCOCC3)CC2C1 (stereo unspecified)	99	98	104	115	110	97	103	94
COP(=O)(Oc1ccccc1)Oc1ccccc1	104	111	116	107	118	107	101	101
CCC(C#N)NC(C)Cc1ccccc1 (stereo unspecified)	94	109	120	110	110	92	112	107
CCN1C(=O)CC(=O)N(CC)C1=S	100	74	112	98	122	86	109	90
CCCCCCCCCCCCCCCC[n+]1ccccc1	-22*	69&42	-51*	-60*	-13*	-15*	-42*	-2.5*
Cc1cc(N(CCCl)CCCl)ccc1/C=C/c1ccncn1	110	83	111	83	106	120	95	x
O=C(CCCc1ccc(N(CCCl)CCCl)cc1)OCc1ccccc1	108	94	x	88	97	117	90	105
CCOC(=O)/C=C/CP(=O)(OCC)OCC	93	103	109	103	109	110	106	100
O=C(O)c1ccccc1C(=O)OO	112	113	112	117	121	101	98	111
CCOP(=S)(OCC)Oc1ccc([N+](=O)[O-])cc1	98	104	111	106	115	103	114	115
Cc1cc(C)c(NC2=NCCS2)cc1C	103	96	114	118	120	117	100	92
OC1C(O)C2CC1C1C2C2(Cl)C(Cl)=C(Cl)C1(Cl)C2(Cl)Cl (stereo unspecified)	93	86	78	76	95	102	97	78
C=CCCC1(CC)C(=O)NC(=O)NC1=O	112	124	109	118	108	105	103	104
N/N=C/c1cccnc1	99	103	104	94	102	101	98	103
N#CCN	103	101	107	131	111	102	108	118
Nc1ccc(OCCNS(=O)(=O)c2cccc(S(=O)(=O)F)c2)c(Cl)c1	87	101	110	97	x	102	115	64
CC1(C)N=C(N)N=C(N)N1c1ccc(OCC(=O)Nc2cccc(S(=O)(=O)F)c2)cc1	98	101	114	102	112	94	96	82
C=CCOC(C(=O)OCCN(CC)CC)(c1ccccc1)c1ccccc1	105	107	104	93	104	97	104	100

Filtered by structure: the compounds so far with nitrogen in an aromatic ring (seven)
SMILES	SK-OV-3	NCI/ADR-RES	OVCAR-3	IGROV1	DU-145	OVCAR-5	OVCAR-8	OVCAR-4
COc1ccc(/C=C\c2cc(OC)c(OC)c(OC)c2)cc1OCC(=O)Nc1nc2ccc(F)cc2s1	61	20	48	17	30	92	29	51
CCC(C)c1cnc(CC(C)C)c(=O)n1O (stereo unspecified)	117	100	117	117	110	119	108	96
CC[C@](O)(C(=O)O)c1cc2n(c(=O)c1CO)Cc1cc3ccccc3nc1-2	12	2.0*	-42*	-48*	-31*	9.2*	x	-19*
CCOC(=O)[C@@H](C)C[C@H](Cc1ccccc1)NC(=O)c1csc([C@@H](C[C@H](C(C)C)N(C)C(=O)[C@@H](NC(=O)[C@H]2CCCCN2C)C(C)(C)CC)OC(C)=O)n1	27	15	2.0*	14	0.3*	28	11	30
CCCCCCCCCCCCCCCC[n+]1ccccc1	-22*	69&42	-51*	-60*	-13*	-15*	-42*	-2.5*
Cc1cc(N(CCCl)CCCl)ccc1/C=C/c1ccncn1	110	83	111	83	106	120	95	x
N/N=C/c1cccnc1	99	103	104	94	102	101	98	103

Reprinted at random: two records from the list, in no set order.
SMILES	SK-OV-3	NCI/ADR-RES	OVCAR-3	IGROV1	DU-145	OVCAR-5	OVCAR-8	OVCAR-4
C=CCCC1(CC)C(=O)NC(=O)NC1=O	112	124	109	118	108	105	103	104
Cc1cc(C)c(NC2=NCCS2)cc1C	103	96	114	118	120	117	100	92

Copied from the list.
OC1C(O)C2CC1C1C2C2(Cl)C(Cl)=C(Cl)C1(Cl)C2(Cl)Cl (stereo unspecified) in OVCAR-8 is listed with 97
Oc1c(CCl)cc(Cl)cc1CCl in NCI/ADR-RES is listed with 102
S=C(S)N1CCCCC1 in OVCAR-3 is listed with 109
CCCCOC(=O)c1ccccc1C(=O)O in DU-145 is listed with 118
O=C(CCCc1ccc(N(CCCl)CCCl)cc1)OCc1ccccc1 in OVCAR-8 is listed with 90
CCOC(=O)/C=C/CP(=O)(OCC)OCC in SK-OV-3 is listed with 93
CC(=O)OCC1CC2(Cl)C(Cl)=C(Cl)C1(Cl)C2(Cl)Cl (stereo unspecified) in NCI/ADR-RES is listed with 110

The listing continues.
SMILES	SK-OV-3	NCI/ADR-RES	OVCAR-3	IGROV1	DU-145	OVCAR-5	OVCAR-8	OVCAR-4
CCCCOP(=O)(CCc1ccccn1)OCCCC	101	99	101	109	103	103	101	98
COC[CH2][Hg][C]#[C][Hg][CH2]COC	97	102	113	80	88	116	x	61
Cc1ccc(CCl)cc1	91	101	110	106	104	100	104	100
COc1ccc(/C=C2\N=C(c3cccnc3)OC2=O)cc1	98	99	106	115	111	96	101	113
CCOP(=S)(OCC)Oc1cc(C)nc(C(C)C)n1	119	107&96	111&109	106&94	119&112	112&98	100&102	109&101
CN(C)CCCNC(=O)/C(C#N)=C/c1ccc(N(CCCl)CCCl)cc1	92	95	98	104	101	99	86	82
CCC(CO)NC1CCCCC1 (stereo unspecified)	102	81	100	54	91	92	79	89
O=C(O)C1C(C(=O)O)C2(Cl)C(Cl)=C(Cl)C1(Cl)C2(Cl)Cl (stereo unspecified)	107&103	106&111	112&100	118&109	120&107	108&91	101&107	110&105
OCCN1CCN(c2ccccc2)CC1	104	110	98	102	109	94	93	95
COc1ccc(-c2c[se]c(Nc3ccc(C)cc3)n2)cc1	91	96	95	79	98	97	100	83
Cc1ccccc1N1COOC2(OOC1)C1CC3CC(C1)CC2C3	105	105	107	99	104	96	107	116
CC[C@H](C)[C@H](NC(=O)c1cccn1C)C(=O)N(C)[C@H](C[C@@H](OC(C)=O)c1nc(C(=O)N[C@@H](Cc2ccccc2)C[C@H](C)C(=O)OC)cs1)C(C)C	11	7.7*	-3.9*	23	5.3*	43	16	47
CC(c1c[nH]c2ccccc12)N1CCCCC1 (stereo unspecified)	102	108	117	131	115	105	99	115
COC(=O)C12NC1(c1ccccc1C(F)(F)F)OC(=O)C2c1ccccc1 (stereo unspecified)	103	100	102	107	108	91	x	109
CC(=O)O[C@@H]1[C@@H]2[C@H]([C@H](OC(C)=O)[C@H](OC(C)=O)/C(C)=C/C34OC3(CC(C)C4OC(=O)Cc3ccccc3)C(=O)[C@@H]1C)C2(C)C (stereo partly specified)	105	96	102	100	108	113	98	95
COc1ccc(C=C2C(=O)NC(=S)NC2=O)cc1OC	104	103	110	107	107	110	97	108
Oc1ccc2c3c1O[C@H]1c4[nH]c5ccccc5c4C[C@@]4(O)C(C2)N(CC2CC2)CC[C@]314	103	92	89	97	97	106	93	97
CC(=O)Oc1ccccc1C(=O)NC([Se])=NC1CCCCC1	-42*	-16*	-68*	-46*	20	-30*	-56*	-13*
